# Compound activity (PubChem BioAssay)
# C2C12 statin = suppressors of statin myotoxicity in C2C12 myotubes, primary screen, cell-based, single point, plate reader. C2C12 myotubes + simvastatin, ATP luminescence, 48 h; scaled: DMSO 0, geranylgeraniol control 100. rescue of ATP level, % at 7.49 µM. 0.78% of 330,000 active. AID 602340, 2012;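 active = mean ATP rescue above about 67%, or every replicate alone reaching that limit, limit read from the data, passing the limit was not always enough; inconclusive = no clear call, values can overlap the other calls; inactive = mean under the limit and some replicate under it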;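 note: myotubes were challenged with 10 µM simvastatin during compound exposure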
# PAX8 reporter = inhibitors of PAX8-driven TPO luciferase reporter, primary screen, RMG-I cells, single concentration. SteadyGlo, 24 h. inhibition, % at 12.6 µM. 1.2% of 360,000 active;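 active = mean replicate inhibition at least 60% with every replicate also reaching 60%; inconclusive = only one of the two criteria is met; inactive = mean below 60% and not all replicates reaching 60%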;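 note: luciferase light reporting Pax8 driven TPO promoter activity; plate controls were median of neutral control wells for no effect and mitoxantrone controls for full effect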
# ARNT TACC3 PPI = disruptors of ARNT/TACC3 protein interaction, primary screen, biochemical, AlphaScreen, single concentration; Transforming acidic coiled-coil-containing protein 3 (Homo sapiens), Q9Y6A5; AlphaScreen His-ARNT PAS-B/GST-TACC3 binding, luminescence; TACC3 fragment carries E629A point mutation; inhibition, % at 9.99 µM; 0.66% of 390,000 active; AID 623870, 2012;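 active = mean inhibition of replicates at least 50% and at least half of replicates each reaching 50%; inconclusive = half or more replicates reach 50% but mean below 50%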;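 note: 0% = complete ARNT plus TACC3 wells and 100% = ARNT alone without TACC3; many hits fall short of the cut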
# PGC1a acetyl inh = inhibitors of PGC1a acetylation signal, primary screen, cell-based, U2OS, AlphaScreen, inhibitor mode. inhibition, % at 15.6 µM. AlphaScreen anti-acetyl-lysine; with virally co-expressed GCN5 acetyltransferase. AID 651687, 2012. 0.17% of 350,000 active;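 active = every replicate shows inhibition of at least 40%; inconclusive = mean inhibition at least 40% but some replicate below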;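 note: 0% = neutral control wells and 100% = positive control wells; some results beyond the cut were filed as inactive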
# Cneo AK release = Cryptococcus neoformans cell lysis inducers, primary screen, AK release luminescence, single concentration | C. neoformans lysis, adenylate kinase release luminescence, 4 h; normalised: neutral wells 0, clomiphene wells 100 | lysis activity, % at 15 µM | 0.2% of 360,000 active | AID 651654, 2012;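 active = mean lysis activity across replicates of at least 80%, whatever share of replicates individually reach that level; inactive = mean lysis activity below 80%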
#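 Signal: Adenylate kinase release luminescence | Assay system: Log-phase Cryptococcus neoformans yeast cells | Input: Cells at 5 × 10^6 per mL | Buffer or medium: Fresh YPD growth medium | Compound: Single dose | Schedule: Static 4 h at 37 °C with compound, 1 h detection | Controls: Clomiphene | Read-out: Luminescence rise reflecting yeast cell lysis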
# LGR2 antag = inhibitors of bursicon-induced LGR2 CRE-luciferase signal, primary screen, cell-based, HEK293, CRE-luciferase reporter, bursicon stimulation | Drosophila bursicon receptor LGR2 (rickets) | inhibition, % at 9.99 µM | bursicon-stimulated, 4 h | 0.35% of 380,000 active;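 active = drop in luminescence signal, shown as inhibition above about 50% in the replicate tests, limit read from the data, passing the limit was not always enough; inconclusive = probably only some replicates passing the limit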;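 note: agonist challenge used bursicon conditioned medium at about half maximal strength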
# GSIS activator = GLuc luminescence reporter in INS-1E cells, primary screen for activators of glucose-dependent secretion of insulin. INS-1E GLuc reporter insulin secretion, 2-3 h. activation, % at 16.6 µM. AID 743287, 2014. 0.61% of 370,000 active;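 active = lowest replicate activation of at least 40%, so every replicate reaches that level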;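 note: 0% = median of neutral control wells and 100% = median of IBMX positive control wells; some compounds called inactive have numbers as strong as hits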
# PglD inh = C. jejuni PglD acetyltransferase inhibitors, primary screen, biochemical, DTNB colorimetric, single point; UDP-N-acetylbacillosamine N-acetyltransferase PglD (Campylobacter jejuni); inhibition, % at 12.5 µM; 0.098% of 360,000 active; purified PglD enzyme, DTNB colorimetric CoA detection; AID 602405, 2012; in the data active = inhibition above about 16%, passing the limit was not always enough; inconclusive = no clear call, values can overlap the other calls; note: strong numbers were not always called active
# * hit, by the source's call; u = inconclusive; x = not tested or not shown. Random draw from the library. Share with any hit: about 2.9%.
SMILES,C2C12 statin,PAX8 reporter,ARNT TACC3 PPI,PGC1a acetyl inh,Cneo AK release,LGR2 antag,GSIS activator,PglD inh
Cc1cc(C(=O)COC(=O)c2nn(C)c(=O)c3ccccc23)c(C)n1C,12,0,7,6,0,0,13,-7
CCCC(=O)Nc1ccc2c(c1)OC[C@@H](C)N(C(=O)CC1CC1)C[C@H](C)[C@H](OC)CN(C)C2=O,1,-1,-7,-2,-2,1,7,-4
COc1ccc(C2OC(=O)CC2C(=O)NCc2ccc(F)cc2)cc1OC (stereo not given),-2,-4,-17,x,1,2,13,-4
CN1c2ccccc2C(=O)NC1c1ccc(Cl)cc1 (stereo not given),x,26,-3,x,x,9,-6,x
COc1ccc(OC)c(/C=N/NC(=O)Cn2ccnc2C)c1,3,-13,0,1,x,2,-2,x
O=C(COc1ccc(Br)cc1)Nc1ccc(-c2nnc(-c3ccco3)o2)cc1,11,x,0,-8,9,x,x,-3
CCNC(=O)[C@H]1[C@H](CO)[C@H]2Cn3c(ccc(-c4ccncc4)c3=O)[C@H]2N1Cc1ccccc1,-6,6,-31,x,2,1,-6,0
CNS(=O)(=O)c1ccc(C)c(S(=O)(=O)NC)c1,x,1,0,x,x,2,6,x
Cc1cccc(S(=O)(=O)N[C@H]2CC[C@H](CCNC(=O)CCN3CCCCC3)O[C@H]2CO)c1,19,6,-32,3,0,14,2,0
COc1cccc(NC(=O)N(C)C[C@H]2Oc3ncc(C#Cc4ccncc4)cc3C(=O)N([C@@H](C)CO)C[C@@H]2C)c1,34,-10,3,-4,-2,2,-3,5
Cc1cc(NC(=O)c2ccc(-c3ccccc3F)o2)no1,x,-138,15,-16,x,-32,14,x
C[C@H](CO)N1C[C@H](C)[C@H](CN(C)Cc2ccncc2)Oc2ncc(C#Cc3ccccc3)cc2C1=O,15,x,3,5,-2,13,-2,1
Cc1ccc(-c2csc3ncnc(N4CCN(S(=O)(=O)c5ccc(C#N)cc5)CC4)c23)cc1,-5,9,x,5,1,5,x,-1
CN(Cc1ccsc1)C(=O)CCc1nnc(CCCc2ccccc2)o1,9,-59,-2,-2,-2,-40,-1,1
COc1ccccc1C(=O)OCC(=O)Nc1ccccc1OC(F)F,x,4,-17,5,x,-4,15,x
O=C(CN1C(=O)COc2ccccc21)NCCN1CCCC1,5,-5,7,0,0,23,3,3
COc1ccccc1N1CCN(C(=O)C(C)N(c2ccccc2)S(C)(=O)=O)CC1 (stereo not given),-5,-7,-1,x,4,x,x,-4
C/C(N)=C(/C#N)C(=O)CSc1nc2ccccc2c(=O)n1CCCO,x,8,-4,x,x,3,0,x
Cc1ccc(/C=N/N2CCN(Cc3ccc(C)cc3)CC2)cc1,x,-5,22,-1,6,-3,2,-4
CC(NC(=O)c1cccc2ccccc12)c1ccc2c(c1)CCCC2 (stereo not given),x,18,-2,x,x,-9,-33,x
Cn1c(SCC(=O)NCCc2ccc(S(N)(=O)=O)cc2)nc2ccccc2c1=O,x,10,12,15,x,-13,2,x
CNC(=O)/C(C#N)=C/c1ccc(OCCOc2ccccc2)cc1,9,-54,-23,-11,1,-2,-2,7
C[C@@H]1CCCCO[C@H](CN(C)C(=O)Nc2ccc(F)cc2)[C@@H](C)CN([C@H](C)CO)C(=O)c2cc(NC(=O)Nc3ccc(C(F)(F)F)cc3)ccc2O1,x,6,2,7,0,-2,-13,3
CCOC(=O)C1=C(C)N=c2s/c(=C/c3ccc(OCC(=O)O)cc3)c(=O)n2C1c1cc(OC)c(OC)c(OC)c1 (stereo not given),-1,-4,29,3,-2,-5,-8,6
COc1ccc(NC(=O)CSc2ccc(-c3ccco3)nn2)cc1OC,-2,-9,0,-1,3,-7,41*,-1
CC(c1ccccc1F)n1cc(C(=O)NCc2ccncc2)nn1 (stereo not given),x,x,-4,-3,1,x,x,-3
Cn1c(=O)[nH]c(=O)c2c1nc(Br)n2CCC(=O)c1ccccc1,3,-83,-1,-3,-2,x,x,0
O=[N+]([O-])c1ccc(Cl)c(S(=O)(=O)Nc2ccc(S(=O)(=O)N3CCOCC3)cc2)c1,8,8,x,x,0,1,-3,-3
O=C(Nc1cc(Cl)ccc1Cl)C1CC(=O)N(c2ccc(Br)cc2)C1 (stereo not given),3,-14,-4,1,-3,x,x,1
COc1cccc(-n2nnc3c(=O)n(Cc4c(F)cccc4Cl)cnc32)c1,-2,x,-2,8,-3,-41,7,-6
Cc1ccccc1NS(=O)(=O)c1ccc(C(=O)NCC(C)(C)N2CCOCC2)cc1,6,5,-4,x,-2,-13,-2,2
Cc1ccc(S(=O)(=O)N(C)CC(=O)Nc2cc(C)ccn2)cc1,3,x,2,-3,x,-52,-4,2
C[C@H]1CCCCO[C@@H](CN(C)S(=O)(=O)c2cn(C)cn2)[C@@H](C)CN([C@@H](C)CO)C(=O)c2cc(NS(=O)(=O)c3cccs3)ccc2O1,3,-13,1,0,-1,9,-3,4
O=C1COc2ccc(C(=O)COC(=O)c3ccccc3Cl)cc2N1,x,-26,17,x,x,-31,17,x
COc1ccc(C(=O)NCc2ccc3c(c2)OCO3)cc1,9,-11,-4,-9,-3,8,-7,-4
CN(CCO)S(=O)(=O)c1ccc2c(c1)C(=O)c1cc(S(=O)(=O)N(C)CCO)ccc1-2,-4,19,-4,-15,1,9,3,1
O=C1N(c2cccc(Cl)c2)C(c2ccc(Cl)cc2)N2CCCN12 (stereo not given),x,-5,-8,x,x,21,-4,x
COc1ccccc1S(=O)(=O)Cc1ccc(C(=O)NCc2cccnc2)o1,3,-11,-2,5,1,0,-3,-1
COc1ccc(CN(C)C(=O)c2ccc(NS(=O)(=O)c3ccc(C)c([N+](=O)[O-])c3)cc2)c(OC)c1OC,28,3,5,-7,-1,3,-11,-3
COc1ccc(C(=O)OCC(=O)c2ccc3c(c2)NC(=O)CO3)cc1[N+](=O)[O-],6,3,-2,0,-1,-6,32,0
CN(C)S(=O)(=O)c1ccc(F)c(C(=O)Nc2ccccc2C(=O)NC2CC2)c1,-3,-11,6,0,-1,5,-7,-5
COc1ccccc1CNC(=O)C[C@H]1C[C@@H]2c3cc(NS(C)(=O)=O)ccc3O[C@@H]2[C@H](CO)O1,7,-8,2,1,0,-6,0,0
C[C@H](CO)N1C[C@H](C)[C@H](CN(C)C(=O)Nc2ccccc2)Oc2c(NC(=O)C3CC3)cccc2C1=O,-1,0,-19,x,-38,-6,6,-1
O=C(Nc1cccc(Cl)c1)N1C[C@@H]2[C@H](c3ccccc31)[C@H](CO)N2CC1CCOCC1,-24,14,-5,1,-7,12,1,1
COc1ccc(S(=O)(=O)Nc2cccc3c2O[C@@H](CN(C)S(=O)(=O)c2cn(C)cn2)[C@H](C)CN([C@H](C)CO)C3=O)cc1,29,x,5,11,-1,3,8,-2
CN1C(=O)c2cc(NS(=O)(=O)c3cccc(F)c3)ccc2OC[C@@H]2O[C@@H](CC(=O)O)CC[C@H]21,-6,-10,-8,6,97*,-8,7,3
CC(Oc1ccc(Br)cc1)C(=O)NC1CCN(Cc2ccccc2)CC1 (stereo not given),-30,5,-3,10,0,10,21,2
CC(=O)OCCCCCCCCCCC[N+]1(C)CCCCC1,-85,6,-1,x,x,-15,10,x
C[C@@H]1CN([C@@H](C)CO)C(=O)c2cccc(NC(=O)C3CCOCC3)c2O[C@@H]1CN(C)C(=O)Nc1ccc2c(c1)OCO2,-11,-15,-9,-4,-7,-9,1,0
Cc1ccc(NS(=O)(=O)c2ccc(C(=O)NCCN3CCOCC3)cc2)cc1,-2,x,-12,4,-1,-12,-1,-2
O=Cc1c[nH]c2ccc(S(=O)(=O)N3CCCCC3)cc12,11,11,x,18,1,-6,x,1
COc1ccc(C(c2nnnn2C2CCCC2)N2CCc3ccccc3C2)cc1OC (stereo not given),x,x,58*,-34,1,x,x,-11
Cc1ccc(CS(=O)Cc2ccc(C(=O)NCCc3ccccc3)o2)cc1 (stereo not given),5,5,-3,4,4,-7,5,9
CCN(C(=O)CN1CCc2ccccc21)c1c(N)n(Cc2ccccc2)c(=O)[nH]c1=O,x,13,2,-3,x,-12,2,x
C=CCNC(=S)N/N=C/c1ccc(-c2ccc(Br)cc2)o1,x,8,-1,x,x,-7,-4,x
c1ccc(Nc2ccc(-n3ccnc3)nn2)cc1,-11,17,13,-9,x,1,14,x
CC1=C(C(=O)OCc2ccc3c(c2)OCO3)C(c2ccc(Cl)cc2)NC(=O)N1 (stereo not given),-57,x,-17,u,0,39,-14,2
CCOc1cc(C(=O)Nc2ccc3c(c2)OCO3)ccc1OC(F)F,10,x,0,2,-1,-54,20,2
CN(C(=O)c1ccc(NC(=O)Cc2ccc(NC(=O)C3CCN(C(=O)C4CCCCC4)CC3)cc2)cc1)C1CCCC1,10,3,-4,-2,0,-8,-5,1
CC(CCc1ccccc1)NC(=O)COC(=O)c1ccc(NC(=O)CC#N)cc1 (stereo not given),8,29,-9,-12,-3,10,13,2
# Carrying on.
SMILES,C2C12 statin,PAX8 reporter,ARNT TACC3 PPI,PGC1a acetyl inh,Cneo AK release,LGR2 antag,GSIS activator,PglD inh
Cc1c(C(=O)N(C)C)sc(NC(=O)c2cc([N+](=O)[O-])cc([N+](=O)[O-])c2)c1C#N,-15,-11,15,5,0,x,x,5
Cn1nnnc1SCC(=O)N1CCN(C(c2ccccc2)c2ccccc2)CC1,59,x,-8,-13,-1,x,x,-8
O=C1Cc2ccccc2C(c2c(Cl)cccc2Cl)N1 (stereo not given),1,10,5,-3,3,18,4,-4
CC(C)C[C@H](NC(=O)C1CC(=O)N(c2ccc3c(c2)OCO3)C1)C(=O)NC1CCCCC1 (stereo not given in full),11,2,-5,0,1,3,-18,0
Cc1ccc(C(=O)NCCCNC(=O)c2ccccc2C)cn1,3,-2,1,5,2,0,6,-1
O=S1(=O)C[C@@H](N2CCN(CCO)CC2)[C@H](COCc2ccccc2)N1,5,-5,x,-7,1,0,10,-4
CN(C)c1cccc(CNC(=O)c2csc([C@H]3C[C@H](O)[C@@H](CO)O3)n2)c1,8,-2,x,6,0,-4,39,5
COc1ccc(S(=O)(=O)Nc2ccc3c(c2)CC(=O)N([C@@H](C)CO)C[C@H](C)[C@@H](CN(C)S(=O)(=O)c2c(C)noc2C)O3)cc1,-1,x,-7,0,0,-16,-4,3
CC(NC(=S)N1CCN(c2ccccc2)CC1)c1ccccc1 (stereo not given),9,-6,5,-3,-2,u,-12,-3
COC(=O)Nc1nc2c(C)cccc2s1,0,x,-6,-10,1,x,x,2
Cc1nn(C)c(C(=O)N2CCOCC2)c1Cl,11,-5,8,x,-4,-8,-6,-8
COc1ccc2c3c(n(C)c2c1)[C@H](CO)N(Cc1ccccc1)CC31CCN(C(=O)c2ccccc2F)CC1,x,17,x,-15,x,9,-11,x
